Compound activity deposited in PubChem by Sanford-Burnham Center for Chemical Genomics.
SENP8 block: human SENP8 protease inhibitors, primary screen, biochemical, fluorescence, Nedd8 protein substrate, uHTS; recombinant SENP8; inhibition, % at 20 µM; hit rate 0.64% among 360,000; in the data active = inhibition mostly above about 40%, no sharp cut-off; inactive = mostly below about 27%
Target sequence (Q96LD8 whole entry, looked up): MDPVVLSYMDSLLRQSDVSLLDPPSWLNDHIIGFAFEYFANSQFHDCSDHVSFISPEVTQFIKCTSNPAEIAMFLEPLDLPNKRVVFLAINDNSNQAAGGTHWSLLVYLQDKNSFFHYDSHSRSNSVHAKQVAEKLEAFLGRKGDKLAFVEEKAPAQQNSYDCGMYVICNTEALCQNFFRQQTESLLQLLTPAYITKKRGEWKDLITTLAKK
SENP1 FRET inh: human SENP1 catalytic domain inhibitors, primary screen, biochemical, FRET, uHTS | inhibition, % at 10 µM | AID 624204, 2012 | recombinant SENP1 catalytic domain, CyPet-SUMO1-YPet FRET cleavage | hit rate 0.21% among 360,000;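 active = inhibition at least 30% at 10 µM, raw YFP signal under a set limit, fluorescence ratio 0.5 to 1.5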;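 also: 0% = enzyme with DMSO and 100% = no enzyme wells; some results filed as inactive read as strong as hits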
Target sequence (Q9P0U3 419-644 limits assumed): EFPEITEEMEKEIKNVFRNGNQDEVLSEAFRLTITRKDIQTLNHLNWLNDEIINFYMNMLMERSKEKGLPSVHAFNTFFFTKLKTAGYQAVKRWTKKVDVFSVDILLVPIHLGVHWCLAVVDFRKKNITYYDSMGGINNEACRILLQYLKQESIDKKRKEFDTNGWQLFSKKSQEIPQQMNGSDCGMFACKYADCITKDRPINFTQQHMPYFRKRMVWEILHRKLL
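Test system: hSENP1 catalytic domain, recombinant; Amount: 20 pM final SENP1 enzyme; Medium: Tris pH 8 buffer plus EDTA, NaCl, BME, BSA, NP40, catalase; Schedule: 50 min enzyme reaction, room temperature, light-protected; Technique: FRET fluorescence in CFP and YFP emission channels; Controls: no-enzyme wells low, DMSO-plus-enzyme wells high control.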
Active calls of the source: *. Not all compounds are listed (hit frequency here may not be typical).

SENP8 block,SENP1 FRET inh,molecule
18,-2,COc1ccc(CN2C(=O)CN(S(C)(=O)=O)CC2(C)C(=O)NC(C)C)cc1 (stereo unspecified)
-4,1,CC(C)CNC(=O)C1(C)CCN1C(=O)c1ccc(C(C)(C)C)cc1 (stereo unspecified)
4,0,CC(C)CNC(=O)C1(C)CCCN1C(=O)Cc1cccc2ccccc12 (stereo unspecified)
-25,2,Cc1ccc(CNc2nc3cc(-c4ccccc4C)sc3c(=O)n2C)c(C)c1
23,4,CCNC(=O)C1CCCN(C(=O)c2ccccc2OC(F)(F)F)CC1 (stereo unspecified)
17,-1,CCCNC(=O)C1(C)CCCN(Cc2ccc(-c3ccccc3)cc2)C1 (stereo unspecified)
7,32,Nc1c(-c2ccc(F)c(F)c2)nc2ncccn12
14,0,O=S1(=O)CC(N2CCC(Cc3ccccc3)CC2)CN1C1CCCC1 (stereo unspecified)

SENP8 block,SENP1 FRET inh,molecule
6,0,CC(C)(C)CNC(=O)C1(C)CCN1C(=O)Cc1ccc(C(C)(C)C)cc1 (stereo unspecified)
-357,-21,COc1ccc(NC(=O)C(c2ccc(OC)cc2)n2c(=O)c(-c3ccco3)nc3ccccc32)cc1 (stereo unspecified)
-1,3,O=C(O)c1cccc(-c2csc(C(O)c3ccccc3)n2)c1 (stereo unspecified)
6,2,CC(O)(c1cccc(F)c1)c1nc(-c2csc3ccccc23)cs1 (stereo unspecified)
-402,-12,S=c1[nH]nc2ccc3ccccc3n12
19,2,CCC1OC(C)Cc2[nH][nH]c(=O)c21 (stereo unspecified)
-462,-19,O=C(Nc1ccc2c(c1)OCCO2)C(c1ccc(C(F)(F)F)cc1)n1c(=O)c(-c2cc3ccccc3[nH]2)nc2ccccc21 (stereo unspecified)
24,-1,O=C(Nc1cc(C(F)(F)F)cc(C(F)(F)F)c1)[C@H]1O[C@@H](n2ccc(=O)[nH]c2=O)[C@H](O)[C@@H]1O

SENP8 block,SENP1 FRET inh,molecule
-91,1,CCC(c1nc2ccccc2[nH]1)n1c(-c2ccc3ccccc3c2)nc2ccccc21 (stereo unspecified)
2,-4,COc1cc2cc(OC(C)=O)c3cc4c(cc3c2c(OC)c1OC)OCO4
-46,-27,COc1ccc(Nc2c(-c3ccc(F)cc3)nc3nc(C)cc(C)n23)cc1
13,3,O=C(Nc1ccccc1)c1cc(C2CCCCN2C(=O)OCCF)on1 (stereo unspecified)
19,0,CC1=C(C(=O)N2CCCCCC2)CC(CC(=O)NCCCCc2ccccc2)C(=O)N1Cc1ccccc1 (stereo unspecified)
12,2,O=C(C[C@@H]1CC[C@H](NS(=O)(=O)c2ccccc2F)[C@@H](CO)O1)NCCCN1CCOCC1
-128,-25,CC(C)C(N)c1csc(Nc2nncc3ccccc23)n1 (stereo unspecified)
-1,0,Fc1cc(Cl)cc2ccc(-c3ccccc3)nc12

Structures listed so far that have a halogen:
SENP8 block,SENP1 FRET inh,molecule
23,4,CCNC(=O)C1CCCN(C(=O)c2ccccc2OC(F)(F)F)CC1 (stereo unspecified)
7,32,Nc1c(-c2ccc(F)c(F)c2)nc2ncccn12
6,2,CC(O)(c1cccc(F)c1)c1nc(-c2csc3ccccc23)cs1 (stereo unspecified)
-462,-19,O=C(Nc1ccc2c(c1)OCCO2)C(c1ccc(C(F)(F)F)cc1)n1c(=O)c(-c2cc3ccccc3[nH]2)nc2ccccc21 (stereo unspecified)
24,-1,O=C(Nc1cc(C(F)(F)F)cc(C(F)(F)F)c1)[C@H]1O[C@@H](n2ccc(=O)[nH]c2=O)[C@H](O)[C@@H]1O
-46,-27,COc1ccc(Nc2c(-c3ccc(F)cc3)nc3nc(C)cc(C)n23)cc1
13,3,O=C(Nc1ccccc1)c1cc(C2CCCCN2C(=O)OCCF)on1 (stereo unspecified)
12,2,O=C(C[C@@H]1CC[C@H](NS(=O)(=O)c2ccccc2F)[C@@H](CO)O1)NCCCN1CCOCC1
-1,0,Fc1cc(Cl)cc2ccc(-c3ccccc3)nc12

(listing goes on)
SENP8 block,SENP1 FRET inh,molecule
18,1,CCCCCCCCN1C(=O)[C@H](CC(=O)N2CCN(C(=O)OCC)CC2)C[C@@]2(C(=O)OCC)CCCC=C12
-7,-12,CC(C)c1cc(C(=O)NCc2ccc(F)cc2)c(N)s1
-4,1,CCc1nc2ccc(C(=O)NCCCN3CCCC3=O)cn2c1N(C)Cc1ccc(OC)cc1
10,2,CCOC(=O)C1(C)CCN1C(=O)c1oc2ccccc2c1C (stereo unspecified)
-263,0,O=C(NC1CCCC1)C(C1CC1)n1c(-c2ccnc3ccccc23)nc2ccccc21 (stereo unspecified)
-50,-3,CN1CCN(c2ccc(CNC(=O)C3Cc4c(-c5ccc6c(c5)OCO6)ccnc4O3)cc2)CC1 (stereo unspecified)
3,-1,CCc1cccc(CC)c1NC(=O)c1ccc(-c2cc(Cl)ccc2Cl)o1
12,5,CC1(Cc2ccccc2F)C(=O)Nc2c(Cl)ccc(Cl)c21 (stereo unspecified)

SENP8 block,SENP1 FRET inh,molecule
15,0,Cc1cc(Cl)ccc1C(O)c1ncc(-c2ccc(C(F)(F)F)cc2)[nH]1 (stereo unspecified)
11,-2,COCCNC(=O)C1(C)CCCN(C(=O)c2ccc3c(c2)CCO3)C1 (stereo unspecified)
-104,-2,CC(=O)Nc1cc(-c2ccncc2)cn2c(-c3ccccc3)cnc12
20,-2,CN1CCC(N2CCN(C3CN(C4CCCC4)S(=O)(=O)C3)CC2)CC1 (stereo unspecified)
14,-3,CCc1nc2c(OCC(=O)c3ccc(Cl)cc3Cl)cccn2c1N(C)C(=O)c1cccs1
9,0,CC(C)Nc1ncnc2c1ncn2[C@H]1CN(Cc2cccs2)C[C@@H](CO)O1
10,2,CCCNC(=O)C1(C)CCCN(C(=O)Cc2ccc3ccccc3c2)C1 (stereo unspecified)
10,1,O=C(N[C@H](CO)c1ccccc1)[C@H]1O[C@@H](n2ccc(=O)[nH]c2=O)[C@H](O)[C@@H]1O

SENP8 block,SENP1 FRET inh,molecule
18,0,CC(C)(C)c1ccc(SC2=C[C@@]3(O)CC[C@@H](O)[C@@](Sc4ccc(C(C)(C)C)cc4)(C2=O)[C@H]3O)cc1
4,2,COCCCN1C(=O)C(CC(=O)NCc2cccs2)CC(C(=O)N2CCCCCC2)=C1C (stereo unspecified)
4,2,CCCS(=O)(=O)NC(=O)C1(C)CCN(C(=O)c2ccccc2OC(C)=O)C1 (stereo unspecified)
1,2,CCc1nc2ccc(C(=O)NCCNC(C)=O)cn2c1N(CC)CCOC
-71,3,Cc1ccc(Cc2c(-c3ccc(F)cc3)nc3ccc(Br)cn23)cc1
10,0,COc1ccc(-c2coc3c(C(=O)Nc4cccc(C(C)=O)c4)cccc23)c(C)c1
15,1,COc1ccc(S(=O)(=O)N2CCC3CC2c2c(-c4ccc(C(F)(F)F)cc4)cccc23)cc1 (stereo unspecified)
22,-3,C(=C\c1ccccc1)/CN1CCN(C(c2ccnc3ccccc23)c2nnnn2C2CCCCC2)CC1 (stereo unspecified)

By substructure, those above with a tert-butyl group (three)
SENP8 block,SENP1 FRET inh,molecule
-4,1,CC(C)CNC(=O)C1(C)CCN1C(=O)c1ccc(C(C)(C)C)cc1 (stereo unspecified)
6,0,CC(C)(C)CNC(=O)C1(C)CCN1C(=O)Cc1ccc(C(C)(C)C)cc1 (stereo unspecified)
18,0,CC(C)(C)c1ccc(SC2=C[C@@]3(O)CC[C@@H](O)[C@@](Sc4ccc(C(C)(C)C)cc4)(C2=O)[C@H]3O)cc1

Next part
SENP8 block,SENP1 FRET inh,molecule
3,1,CCC(=O)N1CCC1(C)C(=O)Nc1ccc(OC)c(OC)c1 (stereo unspecified)
5,3,O=C(C[n+]1cccc(/C=N/O)c1)NC(=O)Nc1ccccc1
-163,-4,COc1ccccc1-c1cc2c(c3c1ccn3C)C1CCC2C1 (stereo unspecified)
10,1,O=S1(=O)CC(N2CCC(c3ccccc3)CC2)CN1Cc1ccc(F)cc1 (stereo unspecified)
-140,-30,O=C1Nc2ccccc2N(C(=O)c2ccc3ccccc3c2)C1c1nc2ccccc2[nH]1 (stereo unspecified)
-316,2,CCCCCCCCN1CC(Cc2cc3ccccc3c3ccccc23)N(c2ccccc2)c2ccccc2C1=O (stereo unspecified)
10,-6,CCc1nc2ccc(C(=O)NCCCn3ccnc3)cn2c1N(C)CCC(C)C
-1,0,Cn1cc(-c2csc(C(C)(O)c3cccnc3)n2)cn1 (stereo unspecified)

SENP8 block,SENP1 FRET inh,molecule
9,-4,CCCCN1CC(N2CCCCC2)CS1(=O)=O (stereo unspecified)
21,4,O=[N+]([O-])c1ccc2c(c1)CO[C@@]21O[C@H](CCO)C[C@H](O)[C@H]1O
6,2,CCNC(=O)C1CCCN(C(=O)c2ccc(C#N)cc2)CC1 (stereo unspecified)
4,4,CCOc1ccc(-c2cc(C(=O)Nc3ccc(F)cc3)[nH]n2)c(C)c1
-111,2,COCCNc1nc2cc(-c3ccccc3)sc2c(=O)n1C
6,0,COc1c(C)cc(C(O)c2ncc(-c3ccc(C(F)(F)F)cc3)[nH]2)cc1C (stereo unspecified)
-85,-34,Cc1nc2c(OCC(=O)c3ccc(F)cc3)cccn2c1N(C)Cc1cccs1
-12,-2,CCc1nc2ccc(C(=O)N(C)Cc3ccco3)cn2c1N(C)C(=O)Cc1ccccc1

SENP8 block,SENP1 FRET inh,molecule
12,2,CC(C)(C)CC(=O)Nc1nc(C(N)Cc2ccc(C(F)(F)F)cc2)cs1 (stereo unspecified)
2,3,O=C1C(CCc2ccccc2)ON=C(c2cnccn2)N1Cc1ccc(F)cc1 (stereo unspecified)
-88,2,CC(=O)NCCNc1nc2cc(-c3ccsc3)sc2c(=O)n1C
-484,-7,Cn1c(=O)c2cc(NC(=O)NCCc3cccs3)ccc2n1-c1ccc(C(C)(C)C)cc1
-31,1,CC(C)NC(=O)C1C(c2ccc(C(F)(F)F)cc2)=Nc2ccccc2N1C(=O)c1ccccc1 (stereo unspecified)
13,2,CC(=O)Nc1c([N+](=O)[O-])cc2c3c(cccc13)CC2
17,0,COC(=O)[C@@]12C[C@@H](CC(=O)NCC34CC5CC(CC(C5)C3)C4)C(=O)N(Cc3ccc4c(c3)OCO4)C1=CCC(C)(C)C2
11,-2,COC(=O)c1cnc(Nc2nc(C(N)Cc3ccccc3)cs2)nc1C(F)(F)F (stereo unspecified)

SENP8 block,SENP1 FRET inh,molecule
-365,-9,Cc1cccc(C)c1NC(=O)C(c1ccnc2ccccc12)n1c(=O)c(-c2ccccc2)nc2ccccc21 (stereo unspecified)
-394,-1,COc1ccc(-c2oc3c(c2C(=O)OCCCO)C(OCCCCCO)CCC3)cc1 (stereo unspecified)
11,4,CCCS(=O)(=O)NC(=O)C1(C)CCCN(C(=O)c2cc(F)cc(F)c2)C1 (stereo unspecified)
12,1,COC(=O)c1cc(=O)nc(NNC(C)=O)s1
-33,2,c1ccc2c(-c3ccc4nncn4c3)cncc2c1
7,2,OC(c1ccc(Cl)c(F)c1)c1ncc(-c2ccc(Cl)cc2)[nH]1 (stereo unspecified)
-34,2,CC(=O)Nc1cc(-c2ccc(C(=O)N3CCOCC3)cc2)cn2c(-c3cccc(C(C)=O)c3)cnc12
-12,-37,CCc1nc2ccc(C(=O)NCCCN3CCCC3=O)cn2c1N(CC)CCN(C)C

SENP8 block,SENP1 FRET inh,molecule
-5,1,CC(C)c1ccc(CN2CCC2(C)C(=O)Nc2cnc3ccccc3c2)cc1 (stereo unspecified)
9,-1,COc1cccc(CNC(=O)[C@@H]2CCCN2)c1
7,1,Oc1ccc(C[C@H]2CN([C@@H](Cc3ccc(O)cc3)CN3CCC[C@@H]3CN3C(=S)NC[C@@H]3Cc3ccccc3)C(=S)N2CCc2ccccc2)cc1
19,4,COc1ccc(OC)c(NC(=O)Nc2nc(C(N)CCc3ccccc3)cs2)c1 (stereo unspecified)
10,0,CC(=O)NC(C)(c1ccccc1)c1nc(-c2cccc(F)c2)cs1 (stereo unspecified)
-194,-1,OC[C@@H]1CN(Cc2cccs2)C[C@H](n2cnc3c(Nc4ccccc4)ncnc32)O1
10,0,CCNC(=O)C1(C)CCCN(C(=O)c2sc(-c3ccccc3)nc2C)C1 (stereo unspecified)
10,-1,CC(=O)Nc1ccc(NC(=O)C2Cc3c(-c4ccco4)ccnc3O2)cc1 (stereo unspecified)

SENP8 block,SENP1 FRET inh,molecule
12,1,CCNC(=O)C1CCCN(C(=O)c2ccc3c(c2)OCO3)CC1 (stereo unspecified)
19,0,CN1CCN(c2ccc3c(c2)OC[C@@H](Cc2ccccc2)NS3(=O)=O)CC1
6,-1,CCc1nc2ccc(C(=O)NCCN3CCNC3=O)cn2c1N(CC)CCOC
16,3,Cc1ccc(S(=O)(=O)N2[C@@H](CO)CO[C@H]2CC(=O)c2cccs2)cc1
13,-3,Cc1ccc(S(=O)(=O)N2CCC(=O)N([C@H](COCc3cccc(C(F)(F)F)c3)C(C)C)CC2)cc1
19,1,Cc1cn([C@H]2C[C@H](O)[C@@H](/C=C/C(=O)NCc3ccccc3)O2)c(=O)[nH]c1=O
5,-1,CN(C)c1nc(N)nc(CSc2nnnn2-c2ccc(Cl)cc2)n1
-5,-1,CCc1nc2ccc(C(=O)NCCCN3CCCC3=O)cn2c1N(C)CCC(C)C
15,1,O=C(NCc1ccccc1)OC1CC2CC1[C@H]1CCCCN1C2=O (stereo partly specified)
